ERa SRC1 pot: enhancers of ERα–SRC-1 coactivator binding, primary screen, biochemical, TR-FRET, ERα LBD, low estradiol | Estrogen receptor (Homo sapiens), P03372 | TR-FRET ERalpha-LBD/SRC-Cy5 coactivator binding, 2 h; 100 = basal binding, no effect | coactivator binding (% of control), % at 25.6 µM | actives 1.3% (n = 86,000); in the data active = activity above about 200%;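 note: binding measured in presence of low estradiol as agonist stimulus; 0% = peptide alone without receptor and 100% = receptor with peptide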
CD11b adhes enh: enhancers of CD11b/CD18 adhesion to fibrinogen, primary screen, K562 cells, luminescence. activation, % at 10 µM. actives 0.07% (n = 93,000). ATPlite luminescence. AID 1499, 2009;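 active = 10 µM primary screen giving 50% or more activity, confirmed by 40% or more on retest at that dose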; note: strong numbers were not always called active
FAK inh: FAK kinase inhibitors, primary screen, biochemical; biochemical FAK kinase activity assay; inhibition, %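 (tested at 7 µM)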; Focal adhesion kinase 1 (Homo sapiens), Q05397; actives 0.84% (n = 97,000); in the data active = inhibition above about 19%;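 note: 0% = DMSO and 100% = reference compound high control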
Target sequence (Q05397 whole entry, looked up): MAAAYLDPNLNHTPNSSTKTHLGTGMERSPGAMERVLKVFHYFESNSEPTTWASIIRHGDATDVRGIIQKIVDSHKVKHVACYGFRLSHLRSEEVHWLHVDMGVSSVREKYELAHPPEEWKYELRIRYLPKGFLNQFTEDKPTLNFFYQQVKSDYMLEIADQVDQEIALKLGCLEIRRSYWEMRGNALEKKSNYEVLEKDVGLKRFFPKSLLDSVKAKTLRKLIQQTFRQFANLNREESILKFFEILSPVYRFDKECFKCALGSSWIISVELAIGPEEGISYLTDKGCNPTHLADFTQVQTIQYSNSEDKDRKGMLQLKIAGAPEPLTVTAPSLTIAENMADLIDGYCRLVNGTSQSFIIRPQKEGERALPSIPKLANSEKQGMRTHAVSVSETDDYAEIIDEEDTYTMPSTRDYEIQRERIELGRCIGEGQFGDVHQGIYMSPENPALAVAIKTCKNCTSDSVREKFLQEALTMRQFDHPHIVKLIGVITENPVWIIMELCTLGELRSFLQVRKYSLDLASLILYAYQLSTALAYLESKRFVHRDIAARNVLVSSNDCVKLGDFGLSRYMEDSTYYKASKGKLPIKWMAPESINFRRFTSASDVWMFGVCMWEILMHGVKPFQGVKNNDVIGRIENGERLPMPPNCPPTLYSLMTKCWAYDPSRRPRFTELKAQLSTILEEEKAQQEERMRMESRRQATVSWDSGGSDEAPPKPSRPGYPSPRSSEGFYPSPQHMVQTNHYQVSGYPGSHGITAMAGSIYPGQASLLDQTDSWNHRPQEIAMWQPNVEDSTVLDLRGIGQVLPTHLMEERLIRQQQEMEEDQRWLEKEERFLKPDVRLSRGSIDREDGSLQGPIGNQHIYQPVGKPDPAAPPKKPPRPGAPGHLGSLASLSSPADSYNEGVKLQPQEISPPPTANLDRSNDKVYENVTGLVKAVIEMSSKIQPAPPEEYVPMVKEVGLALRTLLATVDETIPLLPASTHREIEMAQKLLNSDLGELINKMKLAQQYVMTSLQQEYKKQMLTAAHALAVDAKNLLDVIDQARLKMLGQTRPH
Plk1 PBD FP: Plk1 polo box domain binding inhibitors, primary screen, biochemical, fluorescence polarization; Serine/threonine-protein kinase PLK1 (Homo sapiens), P53350; Plk1 PBD phosphopeptide binding; inhibition, %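 (tested at about 20 µM)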; actives 0.13% (n = 97,000); in the data active = inhibition above about 34%, passing the limit was not always enough
ERb SRC1 inh: inhibitors of ERβ-SRC1 coactivator interaction, primary screen, biochemical, TR-FRET, ERβ LBD, SRC-1 peptide; TR-FRET ER-beta LBD / SRC1-Cy5 peptide binding; receptor agonist-loaded with 1 µM estradiol; inhibition, % at 25.6 µM; actives 1.3% (n = 86,000); AID 633, 2007;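 active = compounds whose percent inhibition of the receptor-coactivator binding signal exceeds about 50% in the single-dose screen, limit read from the data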;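 note: 0% = receptor plus peptide wells without compound and 100% = peptide-only wells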
Mac1 fbg inh: inhibitors of CD11b/CD18 adhesion to fibrinogen, primary screen, K562 cells, luminescence | Integrin beta-2 (Homo sapiens) + Integrin alpha-M (Homo sapiens), P05107+P11215 | ATPlite luminescence; Mn2+ added to activate the integrin | inhibition, % at 10 µM | actives 0.54% (n = 93,000);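 active = primary inhibition of 50% or more at 10 µM, then 40% or more on retest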; note: some results filed as inactive read as strong as hits
ERa SRC1 inh: ERα–SRC-1 coactivator interaction inhibitors, primary screen, biochemical, TR-FRET, ERα LBD, estradiol-bound | actives 1.7% (n = 86,000) | Estrogen receptor (Homo sapiens), P03372 | TR-FRET ER-alpha LBD / SRC-1 peptide | AID 629, 2007 | inhibition, % at 25.6 µM; in the data active = inhibition above about 50%;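 note: 0% = receptor plus peptide control and 100% = peptide only without receptor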
PLK1 kinase inh: human PLK1 kinase inhibitors, primary screen, biochemical, TR-FRET | Serine/threonine-protein kinase PLK1 (Homo sapiens), P53350 | AID 619, 2007 | inhibition, % at 10 µM | actives 0.53% (n = 97,000) | recombinant PLK1 kinase, TR-FRET peptide phosphorylation;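 active = inhibition of 50% or more in the single-concentration screen; inactive = inhibition below 50%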;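 note: 0% = DMSO max control and 100% = H-89 dihydrochloride min control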
Rev-RRE block: HIV-1 Rev-RRE binding inhibitors, primary screen, biochemical, FRET, protein-RNA interaction; inhibition, % at 8 µM; actives 0.79% (n = 97,000); AID 704, 2007; P05866; Rev peptide-RRE RNA binding;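 active = inhibition above the screen-wide mean plus 3 SD, cut at about 35% in these data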;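 note: 0% = median DMSO wells and 100% = median Neomycin B control wells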
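Test system: Cy5-tagged RRE RNA duplex with fluorescein-tagged Rev peptide | Read-out: % inhibition of FRET ratio versus controls | Probe or stimulus: Labelled Rev peptide | Incubation: 5 min RNA-compound premix plus 15 min binding step, 25 °C | Technique: FRET fluorescence readout | Benchmarks: DMSO low control, neomycin B high control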
* hit, by the source's call; · = not tested or not shown; [ ] = remark or other dose.

SMILES	ERa SRC1 pot	CD11b adhes enh	FAK inh	Plk1 PBD FP	ERb SRC1 inh	Mac1 fbg inh	ERa SRC1 inh	PLK1 kinase inh	Rev-RRE block
COc1c(C)cccc1C(=O)Nc1ccc(CN2CCOCC2)cc1	113[fluorescence artefact?]	-4	1	-8	-7	13	-11	-19	0
C=CCOC(=O)C(C#N)c1nc2ccccc2nc1N1CCN(c2ccccc2OC)CC1 (stereo not drawn)	116	0	·	·	-13	-18	-21	·	·
CCOc1ccc(NC(=O)c2cnccn2)cc1	104	·	0	-4	-14	·	-22	-2	6
O=C(O)CCCC(=O)NCCCCc1ccccc1	108	-3	-2	16	0	-5	7[fluorescence artefact?]	1	5
COc1ccccc1Nc1nc(-c2sc(NC(=O)c3ccco3)nc2C)cs1	·	-4	5	9	·	4	·	-9	-5
CCCCOC(=O)Nc1ccc(S(=O)(=O)Nc2cc(C)nc(C)n2)cc1	94[fluorescence artefact?]	0	·	·	-7	1	12[fluorescence artefact?]	·	·
Cc1ccc(S(=O)(=O)c2c(C)cc(C)nc2Oc2cccc(C(F)(F)F)c2)cc1	·	·	4	10	·	·	·	-11	13
CCCCn1c(NCc2ccccc2O)nc2ccccc21	91	1	5	-22	2[fluorescence artefact?]	7	2[fluorescence artefact?]	-10	8
CCCCP(=O)(CCCC)Cc1ccccc1	115	1	0	-11	1	5	4	-3	6
CCOC(=O)CC1NC(=O)c2ccccc21 (stereo not drawn)	94	·	-2	5	-19	·	-2	-9	0
COc1ccc(NC(=O)N2CCN(c3cccc(C(F)(F)F)c3)CC2)cc1OC	85	3	-2	6	-3	-5	3	-4	8
CCOC(=O)c1c(N2C(=O)Nc3cc(Cl)c(Cl)cc3N2O)sc2c1CCCCC2	·	·	18	8	·	·	·	-20	10
Nc1nnc(-c2ccc(Cl)cc2)s1	92	-4	1	19	-2	-11	6	1	-1
CCN(C(=O)CN1CCN(c2ccc(OC)cc2)CC1)c1c(N)n(Cc2ccccc2)c(=O)[nH]c1=O	126	0	-1	-10	1[fluorescence artefact?]	-14	1[fluorescence artefact?]	-6	1
O=C(Nc1cccc2c1CCCC2)C1CCCN(S(=O)(=O)c2cccc3nonc23)C1 (stereo not drawn)	115	1	1	23	13[fluorescence artefact?]	-28	-1	2	14
COc1ccc(CN2CCN(C(=O)c3cccs3)CC2)cc1	105	-3	0	-4	6	11	-7	-22	3
Cc1ccc(S(=O)(=O)NCCC(=O)N2CCCCC2)cc1	104	-4	-1	-10	-2	-1	2	-14	4
Cc1cc(=O)cc(C)[nH]1	·	-2	-6	-12	·	-6	·	-5	6
Cn1c(CCc2ccccc2)nnc1SCC(=O)N1CCCC1	98[fluorescence artefact?]	4	4	-16	2	-4	-5	-11	4
CC1(C)Cc2nc3sc4c(OCc5ccccc5)ncnc4c3cc2CO1	·	3	-3	-11	·	4	·	-5	6
O=C(CNC(=O)c1ccco1)NCC(=O)OCc1cccc(C(=O)Oc2ccccc2)c1	117	·	-1	1	6	·	7	-6	8
Cc1cc(=O)n2nc(N3CCCC(C(=O)N4CCOCC4)C3)sc2n1 (stereo not drawn)	113	-4	·	·	-4	16	-3	·	·
O=C(CN(Cc1ccc(F)cc1)C(=O)Cn1nnc2ccccc21)NCC1CCCO1 (stereo not drawn)	94	·	-2	18	4	·	2	-10	0
CCOC(=O)c1oc2ccc(S(=O)(=O)n3nc(-c4ccccc4)cc3N)cc2c1C	108	-4	0	16	-4	46	-10	-26	12
COc1ccc(N(CC(=O)NC2CCCC2)C(=O)c2ccc(N3CCCCC3)nc2)cc1	107	-3	2	14	-21	-9	-5	-8	8
COc1ccc(NC2=CC(=O)CC(c3ccccc3)C2)c(OC)c1 (stereo not drawn)	·	·	-4	-16	·	·	·	-7	-4
CCC(C)(C)c1ccc(OCCN2C(=O)NC(C)(C)C2=O)cc1	116	-1	-4	-10	0	-10	1	6	-2
COc1cc2c(cc1OC)C1(Nc3c-2c(C)nn3-c2ccccc2)C(=O)Nc2ccccc21 (stereo not drawn)	89[fluorescence artefact?]	-2	3	-29	20[fluorescence artefact?]	-25	28[fluorescence artefact?]	-14	4
CC1(C)SC(=S)N(/N=C/c2ccc(O)cc2)C1N(O)C(=O)Nc1ccc([N+](=O)[O-])cc1 (stereo not drawn)	·	-2	-1	-9	·	29	·	-3	7
CCOC12NC(=O)CC(=O)N1C(c1ccccc1)=CS2 (stereo not drawn)	78	2	·	·	17	-19	8	·	·
CCCCN(CC)Cc1ccc(CNC(=O)Nc2ccc(OC)cc2OC)o1	98	·	-3	-26	0	·	-2	-12	1
O=C(CN1C(=O)c2ccccc2S1(=O)=O)N1CCN(c2ccccc2F)CC1	94	1	·	·	0	11	-8	·	·
O=C(O)CCn1c(=S)oc2ccccc21	83	·	-3	5	5	·	-12	-18	3
COc1ccc(CC(NC(C)=O)C(=O)NC2CCN(C(=O)Nc3ccc(C#N)cc3)CC2)cc1OC (stereo not drawn)	121	2	2	-10	-4	-33	1	-10	8
COc1ccccc1CNC(=O)C1CCC(CNc2c(N3CCOCC3)c(=O)c2=O)CC1 (stereo not drawn)	·	-4	2	30	·	-4	·	-12	8
COc1ccc(CC(=O)OCc2cc3ccc(C)cc3[nH]c2=O)cc1	134[fluorescence artefact?]	0	-1	-24	0	1	5	6	14
CCCCCn1c(SCCCC)nc2c1c(=O)[nH]c(=O)n2C	94	2	6	-12	0	-7	6	-3	8
c1ccc2c(CCNc3ncnc4nc[nH]c34)cccc2c1	112	·	21*	16	-2	·	4	26	-5
Cc1ccc(NC(=O)/C(=C\c2cccnc2)NC(=O)c2ccco2)cc1	·	-5	-3	-28	·	12	·	-12	8
CCSc1cc(C2C(C(=O)OC)=C(C)NC3=C2C(=O)CCC3)c(C)o1 (stereo not drawn)	·	0	1	-3	·	-10	·	-14	-1
O=C1CCCc2c1[nH]c1ccc(Cl)cc21	96	·	3	3	-4	·	-7	-16	0
Cc1nc2ccccn2c1/C(O)=C1\C(=O)C(=O)N(CCN2CCOCC2)C1c1ccncc1 (stereo not drawn)	118	10	-4	6	-17[fluorescence artefact?]	-11	4	-7	3
COc1ccc(-n2c(Cn3c(=O)sc4ccccc43)nnc2SCC(=O)N2CCCC2)cc1	139[fluorescence artefact?]	-2	0	21	-3	9	-9	7	6
Cc1ccc2nc(SCC(=O)N3c4ccccc4CC3C)c(C)cc2c1 (stereo not drawn)	·	-8	-4	2	·	-17	·	-22	17
CCc1ccc(NC(=O)N(CCCN2CCOCC2)C(C)c2cc3cccc(OC)c3o2)cc1 (stereo not drawn)	132	-4	-5	-7	-8[fluorescence artefact?]	0	2	4	10
CN(C)S(=O)(=O)c1cccc(C(=O)OCC(=O)c2ccc3c(c2)NC(=O)CO3)c1	·	·	-4	-19	·	·	·	-9	2
Cc1cc(C)n(S(=O)(=O)c2cc(C(=O)O)c(Cl)cc2Cl)n1	130	10	1	6	-6	-25	0	-11	3
Cc1cc(C)c(S(=O)(=O)NCCn2ccc3ccccc32)c(C)c1	92	0	-2	-3	-5	-4	0	4	7
COc1ccc(S(=O)(=O)NCc2csc(C)n2)cc1	110	-4	-3	11	-9	2	-3	-17	6
CN(C)S(=O)(=O)c1ccc(N2CCN(S(=O)(=O)c3ccc(F)cc3)CC2)c(Cl)c1	106	5	3	4	-3	3	-6	-6	17
CN1CCN(c2ncnc3c2[nH]c2ccc(F)cc23)CC1	115	1	·	·	-14	-9	-12	·	·
O=C(NCc1cccc(C(F)(F)F)c1)C1CCCN(c2ncccn2)C1 (stereo not drawn)	88	1	-1	-2	4[fluorescence artefact?]	5	3[fluorescence artefact?]	-7	3
CNC(=O)C1CC(=O)N/C(=N/N=C(\C)c2cccs2)S1 (stereo not drawn)	98	·	3	0	-6	·	-3	-8	5
CCOC(=O)CNc1c(-c2ccccc2)nc2ccc(Cl)cn12	96	-1	-11	7	1	-8	5	-9	-2
CCCCOC(=O)C(C#N)c1nc2ccccc2nc1N1CCN(Cc2ccc3c(c2)OCO3)CC1 (stereo not drawn)	123	4	13	15	-16	0	-16	-6	11
O=C1CCCN1c1ccc(S(=O)(=O)NCCc2ccc(Cl)cc2)cc1	96	0	-2	-2	0	0	-6	-8	10
CSC(=Nc1ccccc1)C1=C(O)COC1=O	88[fluorescence artefact?]	·	1	-4	3	·	-8	-12	8
Cc1csc(SCC(=O)N2CCCC2)n1	106[fluorescence artefact?]	-1	-3	3	9	-12	4	-9	7
Cc1ccnc2nc(C(=O)Nc3nccs3)nn12	·	-4	0	2	·	2	·	-6	12
CC1(C)CC(=O)C(C2(O)C(=O)N(Cc3ccccc3)c3ccccc32)CO1 (stereo not drawn)	116	-5	1	1	22[fluorescence artefact?]	-5	9[fluorescence artefact?]	-21	5

Structures listed so far printed as active in FAK inh:
SMILES	ERa SRC1 pot	CD11b adhes enh	FAK inh	Plk1 PBD FP	ERb SRC1 inh	Mac1 fbg inh	ERa SRC1 inh	PLK1 kinase inh	Rev-RRE block
c1ccc2c(CCNc3ncnc4nc[nH]c34)cccc2c1	112	·	21*	16	-2	·	4	26	-5

Remaining list, next part.
SMILES	ERa SRC1 pot	CD11b adhes enh	FAK inh	Plk1 PBD FP	ERb SRC1 inh	Mac1 fbg inh	ERa SRC1 inh	PLK1 kinase inh	Rev-RRE block
FC(F)(F)c1nnc2sc(-c3ccco3)nn12	111	-2	-8	15	1	25	3	-1	5
Cc1ccc(C)c2[nH]c(=O)c(CN(CCN3CCOCC3)Cc3nnnn3CC3CCCO3)cc12 (stereo not drawn)	112	-2	3	10	1	17	-3	-4	0
c1ccc(-n2nnnc2SCCCSc2nc3ccccc3s2)cc1	98[fluorescence artefact?]	9	0	10	-5	4	0	-7	11
O=C(O)c1cc2cc(Cl)ccc2oc1=O	102	·	-3	17	2	·	-23	7	7
CCN(CC)CCNC(=O)CCc1n[nH]c(=O)c2ccccc12	164	-3	0	-5	-11	-9	-12	8	10
O=C(Nc1ccc2c(c1)OCO2)C1CCCN(c2nc3ccccc3s2)C1 (stereo not drawn)	·	-4	4	17	·	21	·	-2	7
O=C(NCc1ccco1)c1cnccn1	74	0	1	-11	31	-1	18	-8	11
Cn1c(=O)[nH]c(=O)c2c1ncn2CCN1CCOCC1	107	3	0	2	-14[fluorescence artefact?]	-15	-21	-2	1
COc1ccc(-c2c/c(=N\c3nc(-c4ccccc4)c(C)s3)c3ccccc3o2)cc1O	114	-9	-3	19	-8	7	-8	-22	12
O=C(c1cnn2c(C(F)(F)F)cc(-c3ccco3)nc12)N1CCCc2ccccc21	117	-4	-1	15	-1	6	-6	-11	2

Some of the entries so far, with values under each structure.
Values in the order – ERa SRC1 pot | CD11b adhes enh | FAK inh | Plk1 PBD FP | ERb SRC1 inh | Mac1 fbg inh | ERa SRC1 inh | PLK1 kinase inh | Rev-RRE block
> O=C(Nc1ccc2c(c1)OCO2)C1CCCN(c2nc3ccccc3s2)C1 (stereo not drawn)
 : · | -4 | 4 | 17 | · | 21 | · | -2 | 7
> O=C(NCc1ccco1)c1cnccn1
 : 74 | 0 | 1 | -11 | 31 | -1 | 18 | -8 | 11
> Cn1c(=O)[nH]c(=O)c2c1ncn2CCN1CCOCC1
 : 107 | 3 | 0 | 2 | -14[fluorescence artefact?] | -15 | -21 | -2 | 1

Bioassay records from PubChem BioAssay.
